CRFR2-BP antag – CRF-BP/CRF-R2 complex antagonism; HEK293 CRF-R2/CRF-BP, CRF-induced calcium fluorescence; inhibition, % at 11.8 µM; actives 0.59% (n = 350,000); AID 588475;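 active means inhibition of the ligand-induced calcium signal above about 50% at the single tested concentration, limit read from the data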
DNA FID counter – counter-screen for HCV NS3 helicase inhibitors: DNA intercalator displacement; DNA fluorescent intercalator displacement, fluorescence; inhibition, % at 7.9 µM; actives 0.17% (n = 290,000); in the data active means inhibition above about 37%;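 further: 0% = vehicle and 100% = reference compound; higher means more ethidium bromide displaced from hairpin DNA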
MEKK3 PB1 HTS – MEKK3-MEK5 PB1 interaction, increase or decrease. bead-based flow cytometry, Alexa488-MEK5 binding to MEKK3; actives lie on both sides; 0 = blocked by unlabeled MEK5, 100 = vehicle. binding response (% of control), % at 10 µM. Q99759. AID 1529. actives 1.4% (n = 290,000);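 active means binding response more than 3 SD above or below the average of its plate-row segment, actives on both sides; inconclusive means wells at one plate position flagged as instrument error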;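 further: Alexa488 bead fluorescence after subtracting the streptavidin-only scavenger bead signal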
Target sequence (Q99759 whole entry, looked up): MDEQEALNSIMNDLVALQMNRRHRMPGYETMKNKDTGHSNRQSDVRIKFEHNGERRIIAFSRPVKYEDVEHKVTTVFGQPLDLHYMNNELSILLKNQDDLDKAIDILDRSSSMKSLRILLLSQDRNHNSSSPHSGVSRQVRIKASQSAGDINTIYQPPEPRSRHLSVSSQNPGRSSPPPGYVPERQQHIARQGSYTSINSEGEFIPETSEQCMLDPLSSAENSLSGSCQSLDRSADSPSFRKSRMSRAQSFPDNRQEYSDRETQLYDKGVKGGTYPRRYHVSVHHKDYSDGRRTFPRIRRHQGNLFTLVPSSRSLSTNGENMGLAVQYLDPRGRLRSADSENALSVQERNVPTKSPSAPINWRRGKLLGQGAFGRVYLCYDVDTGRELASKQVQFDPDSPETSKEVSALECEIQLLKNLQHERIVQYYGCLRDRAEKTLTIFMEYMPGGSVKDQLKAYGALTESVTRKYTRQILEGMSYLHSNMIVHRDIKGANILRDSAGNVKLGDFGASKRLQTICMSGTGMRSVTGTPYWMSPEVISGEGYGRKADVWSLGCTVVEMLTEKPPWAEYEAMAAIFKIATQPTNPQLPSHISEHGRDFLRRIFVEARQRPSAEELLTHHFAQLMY
GalR3 antagonist – blocks the human galanin receptor 3; actives 0.44% (n = 360,000); HEK293 GalR3-CNG cAMP membrane potential fluorescence; galR3 body fused to GalR1 C-terminus; inhibition, % at 3 µM; O60755;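 active means inhibition above the screen-wide average plus 3 SD, cut at about 13% in these data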;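 further: forskolin and galanin both at EC90 stimulate the cells; cAMP rise reported by CNG channel membrane potential dye signal; 0% = forskolin plus galanin with DMSO and 100% = forskolin alone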
Target sequence (O60755 1-299 limits assumed): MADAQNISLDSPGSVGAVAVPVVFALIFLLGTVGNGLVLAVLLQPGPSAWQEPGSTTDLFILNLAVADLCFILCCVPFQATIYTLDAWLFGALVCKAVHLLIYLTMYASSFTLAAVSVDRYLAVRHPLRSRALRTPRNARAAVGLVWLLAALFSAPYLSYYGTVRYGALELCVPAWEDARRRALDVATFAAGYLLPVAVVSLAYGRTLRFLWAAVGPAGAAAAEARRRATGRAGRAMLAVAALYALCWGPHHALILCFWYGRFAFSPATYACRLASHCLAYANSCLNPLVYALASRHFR
UBC9 SUMO inh – blocks human SUMOylation mediated by UBC9; HTRF SUMOylation assay, SAE1/SAE2 + UBC9, in vitro; inhibition, % at 35 µM; actives 0.36% (n = 290,000); AID 2006; in the data active means inhibition above about 50%, passing the limit was not always enough; inconclusive means no clear call, values can overlap the other calls; further: strong numbers were not always called active
MEKK2 mut-MEK5 – signal of MEK5 binding to mutant human MEKK2 PB1 domain | bead flow cytometry, Alexa488-MEK5 binding to MEKK2 mutant | percent response, % at 10 µM | actives 0.35% (n = 290,000); in the data active means percent response above about 24%, passing the limit was not always enough; further: inactives centre near 1; some results filed as inactive read as strong as hits
CRFR2-BP ag – CRF-BP/CRF-R2 complex agonism; actives 0.46% (n = 350,000); HEK293 CRF-R2/CRF-BP, calcium dye fluorescence (FLIPR); percent of saturating CRF peptide response; AID 588473; activation, % at 13.2 µM;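 active means activation of at least 50%, plus an integration ratio under a set limit after plate pattern correction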;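 further: plate controls were neutral control wells without compound for no effect and CRF at EC100 for full effect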
NS3 helicase inh – HCV NS3 helicase inhibition; NS3 helicase DNA unwinding, Cy5 molecular beacon fluorescence; inhibition, % at 10.9 µM; actives 0.56% (n = 290,000);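 active means inhibition above the mean of all tested compounds plus 3 SD, set per campaign, cut at about 35% in these data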;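 further: 0% = DMSO wells and 100% = thioflavine S control wells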
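assay system = NS3 helicase fragment of HCV | buffer or medium = MOPS pH 6.5, MgCl2, DTT, Tween20, BSA | timing = 60 min unwinding reaction at 25 °C after ATP addition | signal = Cy5 beacon fluorescence read at start and 1 h | read-out basis = % inhibition of unwinding | control set = low DMSO, high thioflavine S at 110 µM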
MEKK2 WT-MEK5 – raises or lowers MEK5 binding to wildtype human MEKK2 PB1 domain; binding response (% of control), % at 10 µM; bead flow cytometry, Alexa488-MEK5 binding to MEKK2 WT; actives lie on both sides; AID 1531; actives 1.1% (n = 290,000); Q9Y2U5; in the data active means binding response below about 67% or above about 130%; inconclusive means no clear call, values can overlap the other calls; inactive means in between
* marks the source's active call; other numbers are inactive results; ? = inconclusive; · = not tested or not shown.

SMILES	CRFR2-BP antag	DNA FID counter	MEKK3 PB1 HTS	GalR3 antagonist	UBC9 SUMO inh	MEKK2 mut-MEK5	CRFR2-BP ag	NS3 helicase inh	MEKK2 WT-MEK5
COc1cccc(C(=O)N2CCN(C(=O)c3ccc(-c4ccccc4)cc3)CC2)c1OC	-3	-39	94	-4	5	-2	-2.9	-7	93
CN1CCN(c2ccccc2NC(=O)c2ccc(N3CCCCC3)c([N+](=O)[O-])c2)CC1	-24	21	102	-2	0	11	0.2	-42	118
CC1(C)CC(CCN)(Cc2ccccc2Cl)CCO1 (centres undefined)	-5	-3	104	-4	2	3	-0.4	-4	112
O=C(NCc1ccccc1Cl)C(=O)NCC1OCCN1S(=O)(=O)c1ccc(F)cc1 (centres undefined)	-1	-33	103	-1	12	4	-0.8	-2	103
COCCN(C(=S)Nc1cc(C)cc(C)c1)C(C)c1ccco1 (centres undefined)	9	-5	106	9	8	9	-1.0	8	108
COc1ccc(NS(=O)(=O)c2cc(OCC(N)=O)c(C)cc2Cl)cc1	1	-1	89	-3	3	-3	-0.2	-12	97
CC(C)C(=O)Nc1nc2cc3c(cc2s1)OCO3	14	-4	107	·	2	11	-0.5	-3	108
Cc1cccc2nc(-c3cccnc3)c(NCCC(C)C)n12	-39	5	95	-5	19	2	-1.6	-1	-11*
O=C(CNC(=O)c1ccco1)N=Nc1c(O)n(CCc2ccccc2)c2ccccc12	17	-27	98	0	-11	-2	0.9	1	98
CC1CC(N(C(=O)C2CC2)c2ccccc2)c2ccccc2N1C(=O)C1CC1 (centres undefined)	-3	-32	105	-2	20	0	-1.0	4	95
CN1C(=O)C2(c3ccccc31)C1CCCC=C1C(C#N)=C(N)C2(C#N)C#N (centres undefined)	-16	-2	102	1	1	0	0.7	10	98
COC(=O)C(Cc1ccc(O)cc1)NC(=O)C1CCN(S(=O)(=O)c2ccc(C)cc2)CC1 (centres undefined)	0	-20	98	-11	15	2	0.7	2	98
Cc1ccc2nc(-c3ccc(NC(=O)CSCC(=O)O)cc3)sc2c1	40	-7	97	-3	27	0	3.0	32	96
CC1Cc2cc(/C(O)=C3/C(=O)C(=O)N(CCCn4ccnc4)C3c3ccco3)ccc2O1 (centres undefined)	-6	-10	105	0	8	6	2.0	7	108
O=C1Nc2cc(C(=O)N3CCC(N4CCCCC4)CC3)ccc2S/C1=C\c1ccccc1	-7	18	97	-8	11	9	-0.5	-87	125
COc1ccc(-c2csc(N3CCC(C(N)=O)(N4CCCCC4)CC3)n2)cc1	-37	-6	110	-6	13	7	-2.4	-7	104
COc1ccc(/C=N/NC(=O)C(=O)NCc2cccnc2)cc1OC	8	-5	99	0	27	3	-1.5	5	100
CC(C)(C)NS(=O)(=O)c1ccc(OCC(=O)Nc2ccc3c(c2)OCCO3)cc1	15	-22	113	11	5	2	-0.3	14	104
COc1cc(/C=C2/C(=O)NN(c3ccc(F)cc3)C2=O)cc([N+](=O)[O-])c1O	3	-14	94	6	-23	1	-1.3	16	98
O=C(CSCc1ccc(Br)cc1)N1CCCC1	-2	-7	103	-5	3	6	-0.9	0	104
CCc1nc(N2CCN(C(C)=O)CC2)c2c3c(sc2n1)CC(C(C)(C)C)CC3 (centres undefined)	-10	-28	101	-9	-17	4	-3.1	-7	107
CCCc1[nH]nc2c1C(CCc1ccccc1)C(C#N)=C(N)O2 (centres undefined)	-31	-11	121	-2	-10	6	2.4	3	122
COc1ccc(C(=O)Nc2ccc3ccccc3c2)cc1	1	-3	107	-3	17	11	-1.8	-1	103
CCCCN(C)C(=S)Nc1ccsc1C(=O)OC	-1	-8	105	4	9	2	-0.8	-3	105
O=C(CSc1nc2ccccc2o1)Nc1ccc(N2CCOCC2)cc1	0	-8	100	-5	-16	2	-2.8	-7	97

For reference, 13 of the compounds above:
SMILES	CRFR2-BP antag	DNA FID counter	MEKK3 PB1 HTS	GalR3 antagonist	UBC9 SUMO inh	MEKK2 mut-MEK5	CRFR2-BP ag	NS3 helicase inh	MEKK2 WT-MEK5
Cc1ccc2nc(-c3ccc(NC(=O)CSCC(=O)O)cc3)sc2c1	40	-7	97	-3	27	0	3.0	32	96
CC1Cc2cc(/C(O)=C3/C(=O)C(=O)N(CCCn4ccnc4)C3c3ccco3)ccc2O1 (centres undefined)	-6	-10	105	0	8	6	2.0	7	108
O=C1Nc2cc(C(=O)N3CCC(N4CCCCC4)CC3)ccc2S/C1=C\c1ccccc1	-7	18	97	-8	11	9	-0.5	-87	125
COc1ccc(-c2csc(N3CCC(C(N)=O)(N4CCCCC4)CC3)n2)cc1	-37	-6	110	-6	13	7	-2.4	-7	104
COc1ccc(/C=N/NC(=O)C(=O)NCc2cccnc2)cc1OC	8	-5	99	0	27	3	-1.5	5	100
CC(C)(C)NS(=O)(=O)c1ccc(OCC(=O)Nc2ccc3c(c2)OCCO3)cc1	15	-22	113	11	5	2	-0.3	14	104
COc1cc(/C=C2/C(=O)NN(c3ccc(F)cc3)C2=O)cc([N+](=O)[O-])c1O	3	-14	94	6	-23	1	-1.3	16	98
O=C(CSCc1ccc(Br)cc1)N1CCCC1	-2	-7	103	-5	3	6	-0.9	0	104
CCc1nc(N2CCN(C(C)=O)CC2)c2c3c(sc2n1)CC(C(C)(C)C)CC3 (centres undefined)	-10	-28	101	-9	-17	4	-3.1	-7	107
CCCc1[nH]nc2c1C(CCc1ccccc1)C(C#N)=C(N)O2 (centres undefined)	-31	-11	121	-2	-10	6	2.4	3	122
COc1ccc(C(=O)Nc2ccc3ccccc3c2)cc1	1	-3	107	-3	17	11	-1.8	-1	103
CCCCN(C)C(=S)Nc1ccsc1C(=O)OC	-1	-8	105	4	9	2	-0.8	-3	105
O=C(CSc1nc2ccccc2o1)Nc1ccc(N2CCOCC2)cc1	0	-8	100	-5	-16	2	-2.8	-7	97

Remaining list, next part.
SMILES	CRFR2-BP antag	DNA FID counter	MEKK3 PB1 HTS	GalR3 antagonist	UBC9 SUMO inh	MEKK2 mut-MEK5	CRFR2-BP ag	NS3 helicase inh	MEKK2 WT-MEK5
CCOC(=O)c1cc(C(=O)OCC)cc(-n2cc(O)c(C(=O)OCC)n2)c1	0	-10	98	-1	-9	1	0.9	-18	96
CCOc1ccccc1NC(=O)CCn1nc(C)c(S(=O)(=O)N2CCCCC2)c1C	-5	-42	102	-10	3	4	-0.9	0	110
CN(C)CCCN1CC(C(=O)O)CC1=O (centres undefined)	12	2	92	-1	7	0	-1.2	-2	95
CCCCC(c1nnnn1CCOC)N1CCN(Cc2ccccc2)CC1 (centres undefined)	-6	-1	96	-1	-19	1	0.3	-4	96
O=C(Nc1cccc2ncccc12)c1ccc(OCc2ccccc2)cc1	14	-14	100	-10	-6	2	-3.4	-9	103
O=S(=O)(NCCSc1ccccn1)c1ccc(Cl)cc1	-3	-4	99	0	8	-1	-3.5	-3	95
COC(=O)C(C)Sc1nnc(Cc2cc(=O)[nH]c(=O)[nH]2)n1-c1cccc(OC)c1 (centres undefined)	0	-8	103	2	10	3	0.0	-3	104
COc1ccc(-c2cc(C(F)F)n3ncc(C(=O)n4ccnc4C)c3n2)cc1	8	-12	100	1	22	3	-9.6	-17	113
c1coc(-c2nc(-c3ccco3)c(-c3ccco3)nc2-c2ccco2)c1	-6	22	81	-3	?	-17	2.9	116*	72
COc1cc(SC)ccc1C(=O)NCCOc1ccc(C)c(C)c1	3	-32	98	-1	-27	-3	-0.7	-18	98
COc1ccc(S(=O)(=O)N2CCN(C(=O)c3cnc(C)cn3)CC2)cc1	-5	-4	102	-2	2	5	2.0	-2	107
CCOC(=O)c1ccccc1NCN1C(=O)CSC1=O	-2	-9	107	2	-1	5	0.1	-7	107
c1ccc(-c2ccccc2OCCOCCN2CCCCC2)cc1	-1	11	108	-13	-14	-1	-0.7	-17	110
Cn1c(=O)[nH]c(=O)c2c1nc(CN1CCOCC1)n2CCc1ccccc1	18	-10	104	-8	14	3	-1.3	2	107
CC(C)c1ccccc1OCCNC(=S)NC(=O)c1cccnc1	-14	-22	80	2	5	0	0.0	-10	106
COc1c(OC)c(O)c2c(=O)c(O)c(-c3ccccc3)oc2c1OC	-16	-7	57	-4	-4	2	-1.2	2	60
Cc1cc(C)nc(N2CCCC(C(=O)NCc3cccs3)C2)n1 (centres undefined)	2	-2	96	-3	1	-2	0.2	5	98
CCCOC(=O)c1c(-c2ccc(C)cc2C)csc1NC(=O)C1C2CCC(O2)C1C(=O)O (centres undefined)	-42	-44	83	-2	23	-9	0.2	28	83
O=C(CCc1ccccc1)Nc1nc2c(F)cc(F)cc2s1	5	-5	105	-9	-3	4	3.3	-5	102
CCN(CC)Cc1csc(C(N)=O)c1	7	-3	108	-3	10	-2	-2.6	5	106
O=C(c1cnc2ccc(Cl)cc2c1Cl)N1CCOCC1	9	-2	97	2	15	4	0.3	7	98
CCOC(=O)CC(=O)c1cc(OC)c(OC)c(OC)c1	-3	-15	96	-2	3	-6	-1.7	-3	93
O=C(c1ccc2c(c1)OCO2)N1CCC2(CC1)Oc1ccc(F)cc1C(=O)C21CC(c2ccccc2)=NO1 (centres undefined)	1	·	92	-4	-15	-11	0.4	·	88
Nc1ncncc1-c1ccc(Cl)cc1	-7	-3	108	-4	15	11	-0.7	11	106
CCOC(=O)C1CCN(Cc2cc(=O)oc3cc(C)c(Cl)cc23)CC1	4	-36	104	1	11	1	-0.8	-16	102
Further records follow.
SMILES	CRFR2-BP antag	DNA FID counter	MEKK3 PB1 HTS	GalR3 antagonist	UBC9 SUMO inh	MEKK2 mut-MEK5	CRFR2-BP ag	NS3 helicase inh	MEKK2 WT-MEK5
Cn1ncc([N+](=O)[O-])c1C(=O)Nc1ccc(C2CCCCC2)cc1	-52	2	96	-6	1	-4	-0.3	1	90
O=[N+]([O-])c1sccc1CS(=O)(=O)c1ccccc1	-6	2	98	-3	4	-4	-1.0	1	97
Cn1cnnc1SCCn1c(N2CCCCC2)nc2c1c(=O)[nH]c(=O)n2C	6	-7	101	-5	0	2	1.1	-3	99
Nc1ncnc(N(c2ccccc2)C2CCCCC2)c1[N+](=O)[O-]	15	1	90	-3	-20	0	-0.3	8	99
Cc1nccn1CCCN1C(=O)OC2(CCCCC2)C1(C)O (centres undefined)	0	2	104	8	4	1	-0.3	0	108
O=C(O)c1ccc(N=Nc2c(O)[nH]c3cc(Cl)ccc23)cc1	20	-6	103	3	1	7	7.6	-3	99
Cc1[nH]c2ccccc2c1C(c1ccccn1)c1c(C)[nH]c2ccccc12	-9	1	109	-6	9	8	-0.8	-9	110

These rows are one share of the data; the hit share may differ from the screen's.
